# Screening data (PubChem BioAssay)
# DRD3 agonist: activates the human D3 dopamine receptor; P35462; D3R DiscoveRx beta-arrestin cells, luminescence, 90 min; max activation, %; 0.58% of 410,000 active; AID 652048; in the data active = max activation above about 30%; note: 0% is about no effect; mostly tested at two doses, the higher about 12 µM
#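 Agonist-mode cell screen: cells plated at 1500/well and incubated overnight at 37 °C, then exposed to library compounds for 90 min at 37 °C. Detection reagent was added for 30–60 min at room temperature, and luminescence was read.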
# PTHR1 agonist: agonists of human PTHR1 parathyroid hormone receptor; 0.075% of 410,000 active; Q03431; Potency, µM (highest dose often 115 µM), inactives show at the top dose activation, actives largely listed as activators; HEK293 GP2 PTHR1 cells, GloSensor cAMP luminescence, 1 h; note: potency is the fitted concentration of half-maximal effect; nearly all actives have a fitted effect of over 55% in size; some results filed as inactive show a strong effect at the top dose; inactives centre near -15; many of its hits are not listed in these tables
#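 HEK-293-derived GP2 cells expressing PTHR1 and a GloSensor cAMP reporter, 3,000/well, plated overnight, given luciferin plus IBMX (each 0.5 mM as added) for 1 h at 37 °C, then compound for 1 h at 37 °C. Luminescence was read after 15 min at room temperature.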
# EPAC2 antag: antagonists of human EPAC2; EPAC2 GEF exchange of Rap1B-BODIPY-GDP, fluorescence; AID 720708; Q8WZA2; Potency, µM (top dose mostly 114 µM), inactives show at the top dose activity, negative = inhibition, most hits filed as inhibitors; 0.18% of 360,000 active; note: potency is the fitted concentration of half-maximal effect; % is set by controls: 0 for no effect and ±100 for the full control effect; nearly all actives have a fitted effect of over 45% in size; many of its hits are not listed in these tables
# Target sequence (Q8WZA2 whole entry, looked up): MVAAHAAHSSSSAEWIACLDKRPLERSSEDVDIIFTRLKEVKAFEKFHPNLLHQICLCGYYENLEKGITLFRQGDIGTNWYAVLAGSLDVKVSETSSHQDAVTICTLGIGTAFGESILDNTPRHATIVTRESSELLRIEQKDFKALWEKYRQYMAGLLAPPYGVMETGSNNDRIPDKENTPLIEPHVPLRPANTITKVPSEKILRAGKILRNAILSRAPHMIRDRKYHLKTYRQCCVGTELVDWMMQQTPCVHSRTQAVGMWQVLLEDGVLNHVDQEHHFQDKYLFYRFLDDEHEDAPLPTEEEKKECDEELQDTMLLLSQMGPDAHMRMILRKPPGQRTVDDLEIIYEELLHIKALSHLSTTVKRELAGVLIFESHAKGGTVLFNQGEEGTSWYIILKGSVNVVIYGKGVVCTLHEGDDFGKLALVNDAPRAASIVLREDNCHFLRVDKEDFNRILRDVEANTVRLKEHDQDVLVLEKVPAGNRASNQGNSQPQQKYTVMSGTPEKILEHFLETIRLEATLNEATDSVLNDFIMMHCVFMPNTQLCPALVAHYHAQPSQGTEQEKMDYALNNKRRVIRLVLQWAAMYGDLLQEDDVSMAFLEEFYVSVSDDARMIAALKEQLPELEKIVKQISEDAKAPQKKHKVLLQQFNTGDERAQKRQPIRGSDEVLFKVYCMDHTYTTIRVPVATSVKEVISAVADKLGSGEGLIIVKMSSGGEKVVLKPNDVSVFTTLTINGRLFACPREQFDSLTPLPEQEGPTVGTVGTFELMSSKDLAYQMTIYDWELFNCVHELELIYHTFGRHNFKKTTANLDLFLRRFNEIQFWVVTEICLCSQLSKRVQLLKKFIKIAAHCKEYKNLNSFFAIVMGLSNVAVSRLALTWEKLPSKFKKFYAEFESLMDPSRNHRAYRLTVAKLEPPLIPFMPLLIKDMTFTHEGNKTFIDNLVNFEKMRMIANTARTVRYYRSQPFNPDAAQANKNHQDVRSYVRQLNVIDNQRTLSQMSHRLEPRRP
# CCT modulator: modulators of cytosolic chaperonin (CCT/TRiC) activity; purified chaperonin ATPase assay, HTRF ADP detection, 30 min; activity change, % (test concentration not listed), hits read low; 0.3% of 360,000 active; in the data active = activity change below about -30%; note: % is set by controls: 0 for no effect and ±100 for the full control effect
#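 TRiC at 40 or 20 nM final (batch-dependent) in 30 mM Tris pH 7.4, 100 mM KCl, 5 mM MgCl2, 1 mM DTT, with compound at single 76 uM and 10 uM ATP, 30 min at 37 deg C. ADP detected by HTRF Transcreener, 665/615 ratio.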
# MmCpn inh: inhibitors of Methanococcus maripaludis chaperonin (MmCpn); 0.031% of 330,000 active; Potency, µM (top dose mostly 76.9 µM), without a hit: top-dose activity, negative = inhibition, actives largely listed as inhibitors; purified Mm-Cpn ATPase, ADP Transcreener TR-FRET; note: potency is the fitted concentration of half-maximal effect; % is set by controls: 0 for no effect and ±100 for the full control effect; nearly all actives have a fitted effect of over 80% in size
#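 Purified archaeal Mm-CPN (25nM final) preincubated 10 min at 37degC with compound, then 10uM ATP for 30 min at 37degC; ADP measured by HTRF Transcreener TR-FRET; buffer 30 mM TRIS pH 7.4, 100mM KCl, 5mM MgCl2, 1mM DTT.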
# pAkt inh: inhibitors of Akt phosphorylation; Neuro2A IGF-stimulated pAkt S473 HTRF, 20 min; stronger effect = lower value; activity change, % for hits at 50 µM; 0.32% of 360,000 active; in the data active = activity change below about -80%; inconclusive = mostly about -51% to -80%; note: % is set by controls: 0 for no effect and ±100 for the full control effect
#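 Single-point screen (50 µM final compound) in Neuro2A cells stimulated 20 min with 6 nM IGF at 37 deg C. After lysis, Ser473-phosphorylated Akt read by HTRF (ex 330 nm, em 615/665 nm) as the 665/615 ratio.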
# D3 antag: blocks the human D3 dopamine receptor; AID 652054; D3R cells, DiscoveRx beta-arrestin luminescence, antagonist mode; stronger effect = lower value; 2.5% of 360,000 active; max response, negative = inhibition, %; P35462; in the data active = max response below about -50%; inconclusive = no clear call, values can overlap the other calls; note: % is set by controls: 0 for no effect and ±100 for the full control effect; mostly tested at two doses, the higher about 12 µM
#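 Cells plated overnight at 1500 cells/well, then exposed to library compounds with dopamine controls for 90 minutes at 37 degrees C. DiscoveRx reagent added for 30–60 minutes at room temperature; luminescence read, quantitative HTS format.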
# EPAC2 agonist: agonists of human EPAC2 (RAPGEF4); 0.079% of 360,000 active; EPAC2 activation, biochemical qHTS; response scale: 100% = 6.5 mM cAMP response; Potency, µM (series often up to 154 µM), for inactives: at the top dose activation, hits mostly activators; note: potency is the fitted concentration of half-maximal effect; nearly all actives have a fitted effect of over 50% in size
#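 In this primary screen, activation is scored as increased exchange of BODIPY-GDP from Rap1B by 100 nM EPAC2, with 50 uM GDP as competitor. Signal is normalized to the 6.5 mM cAMP agonist control.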
# * hit, by the source's call; i = inactive; ? = inconclusive; / = no result given; [ ] = remark or other dose. Unless noted, calls come from the whole dose curve; as a rule, active = well fitted curve in the direction sought with a large enough effect; inconclusive = small, poorly fitted or top-dose-only effect, or another doubt; inactive = no such curve, though single readings can be large; an effect the other way counts as inactive or inconclusive.
# Start of the data: the first 3 compounds, to show the layout:
SMILES,DRD3 agonist,PTHR1 agonist,EPAC2 antag,CCT modulator,MmCpn inh,pAkt inh,D3 antag,EPAC2 agonist
CCOc1ccccc1NC(=O)NCCN1CCCCC1,-9.6,i,2.5%,-0.6,0.9%,i,?,-5.5%
CCOc1ccc2[nH]c(SCC(=O)OC)c([N+](=O)[O-])c2c1,-12.6,i,-1.2%,0.8,-1.3%,i,-53.4*,-8.6%
COc1ccc(/C=C/C(=O)Nc2sc3c(c2C(=O)NCc2cccnc2)CCCC3)cc1,1.7,i,-6.6%,0.8,-4.7%,/,?,8.5%

# Results (from the top)
SMILES,DRD3 agonist,PTHR1 agonist,EPAC2 antag,CCT modulator,MmCpn inh,pAkt inh,D3 antag,EPAC2 agonist
CCOc1ccccc1NC(=O)NCCN1CCCCC1,-9.6,i,2.5%,-0.6,0.9%,i,?,-5.5%
CCOc1ccc2[nH]c(SCC(=O)OC)c([N+](=O)[O-])c2c1,-12.6,i,-1.2%,0.8,-1.3%,i,-53.4*,-8.6%
COc1ccc(/C=C/C(=O)Nc2sc3c(c2C(=O)NCc2cccnc2)CCCC3)cc1,1.7,i,-6.6%,0.8,-4.7%,/,?,8.5%
CCCCOC(=O)Cn1c(-c2ccccc2)nc2ccccc2c1=O,-5.4,-29.4%,-0.1%,0.1,-4.8%,i,12.3,-3.4%
CC[C@@]1(C(=O)OC)N[C@H](CN(C)C(=O)Nc2ccc(F)cc2)[C@@H]2C(=O)N(Cc3ccccc3)C(=O)[C@@H]21,11.0,-3.1%,4.8%,-2.6,-0.9%,i,0.0,-2.0%
Cc1ccc(NC2=C(Cl)C(=O)OC2OC(=O)c2ccco2)cc1 (centres undefined),3.7,i,-2.5%,-1.4,0.8%,i,-0.7,-9.8%
CCCCNC(=O)CCCn1c(=S)[nH]c2cc3c(cc2c1=O)OCO3,0.1,-1.1%[57.5 µM],15.2%,0.6,-7.3%,i,25.3,-2.1%
CC(=O)N1CCOc2ccc(S(=O)(=O)NC[C@H]3O[C@@H](n4ccc(=O)[nH]c4=O)[C@H](O)[C@@H]3O)cc21,-18.9,i,-8.0%,-1.2,/,i,?,6.3%
COC(=O)c1cc(S(=O)(=O)NCc2ccccc2)c[nH]1,-4.6,2.3%,1.4%,-2.7,2.5%,i,-28.4,7.3%
COc1ccccc1C1/C(=C(/O)c2cnn(-c3ccccc3)c2C)C(=O)C(=O)N1CCN(C)C (centres undefined),-16.9,4.9%,-1.9%,-0.6,/,i,17.1,2.8%
CCCOc1ccc(NC(=O)CC2C(=O)N(C)C(=S)N2Cc2cccs2)cc1 (centres undefined),-6.2,-8.6%[57.5 µM],-5.0%,-0.7,-3.5%,i,-2.8,9.2%
CCCCCCNC1=NCCS1,-5.9,7.1%,4.6%,-0.5,-2.9%,i,-14.4,3.2%
Cc1ccc(O)c(NC(=O)Cc2ccc3ccccc3c2)c1,4.1,-8.5%,-5.6%,-5.3,-0.6%,i,9.2,12.2%
CCOc1ccc(C(=O)NC2CC(=O)N(c3ccc4c(c3)OCCO4)C2)cc1 (centres undefined),2.4,i,3.4%,-3.4,-3.0%,i,9.7,-8.5%
Cc1cccc(C)c1-n1nnnc1C1(C)CCC(=O)N1c1ccc(N2CCOCC2)cc1 (centres undefined),-9.1,-0.4%,2.7%,-0.2,/,i,-21.1,5.5%
COc1cc(/C=N/OCC(=O)NC2CCCCC2)ccc1OCc1ccccc1,1.0,-18.4%,-5.1%,-0.9,0.6%,i,10.7,-9.1%
O=C(COC(=O)c1cccs1)NCCC1=CCCCC1,-0.7,i,5.3%,-0.8,1.7%,i,1.7,0.0%
CC(C)N1C(=O)c2ccccc2C1C(=O)NCCc1ccccc1 (centres undefined),3.6,i,0.5%,-0.2,0.8%,i,-7.2,8.5%
Cc1ccc(S(=O)(=O)Oc2ccccc2/C=N/Nc2ccc(C(=O)O)cc2)cc1,4.0,-23.8%,-21.8%,-1.6,-3.5%,i,-12.3,12.9%
Cc1cc2cc(CNS(=O)(=O)c3ccccc3)ccc2n1C,-5.6,-42.7%[inhibitor],7.7%,0.4,?,i,-24.7,1.7%
O=C(O)c1ccc(COc2c(F)c(F)cc(F)c2F)o1,-1.4,-10.9%[57.5 µM],-0.4%,-0.6,0.0%,i,10.2,-3.5%
Cc1ccc2[nH]c(=O)c3cc(C(=O)NC(C)C)sc3c2c1,1.4,i,5.2%,1.6,-0.1%,i,5.8,-1.6%
COc1ccc(CC(=O)NC(C)c2nnc(SCc3nc4ccccc4c(=O)[nH]3)n2C)cc1 (centres undefined),0.3,0.3%[57.5 µM],1.0%,-1.3,0.2%,i,4.3,-1.4%
O=C(NCc1ccco1)C(c1ccncc1)N(C(=O)Cn1nnc2ccccc21)c1ccccc1 (centres undefined),4.6,-7.7%,8.9%,0.0,0.0%,i,4.8,-0.1%
O=C(NCc1ccc(Cl)cc1)C1CCN(c2cnccn2)CC1,15.6,-16.6%,-7.1%,0.3,-0.6%,i,7.3,4.5%
# Carrying on:
SMILES,DRD3 agonist,PTHR1 agonist,EPAC2 antag,CCT modulator,MmCpn inh,pAkt inh,D3 antag,EPAC2 agonist
CC(=O)c1c(C)[nH]c2ccccc2c1=O,0.3,i,2.4%[57.1 µM],-0.7,-1.5%,i,31.2,3.9%
O=C(CNC(=O)C12CC3CC(CC(C3)C1)C2)Nc1ncccc1O,-16.0,i,8.3%,-0.6,1.4%,i,-8.2,4.0%
CCc1ccccc1NS(=O)(=O)c1cc(C)ccc1OC,2.3,i,-12.9%,0.2,-1.1%,i,21.0,1.3%
COc1cc(NS(=O)(=O)c2ccc3c(c2)NC(=O)CO3)cc(OC)c1,-7.6,i,-4.2%,-1.4,-1.3%,i,-18.4,6.5%
CCOC(=O)C1(Cc2ccccc2C)CCCN(C(=O)CCc2c(C)noc2C)C1 (centres undefined),-6.5,-18.1%,-4.9%,-3.8,-0.4%,i,-11.0,4.5%
OCCNCc1c(OCc2ccc(Cl)cc2)ccc2ccccc12,-13.6,-25.4%,8.7%,-2.2,2.3%,i,?,13.1%
CCCCCC(=O)Nc1ccc(N2CCN(C(=O)CCC)CC2)cc1,0.1,i,-3.9%,0.9,-0.9%,i,0.0,9.7%
CCOc1ccc(C(C)(O)CN2CCOCC2)cc1 (centres undefined),0.0,i,0.6%,-1.0,-4.3%,i,?,1.7%
O=C1C(=O)c2ccc(-c3ccccc3)cc2-c2ccccc21,6.0,-25.1%,-26.2%,0.6,2.5%,i,?,24.8%
CN(C)c1ccc(C2Nc3ccccc3C(=O)N2NS(=O)(=O)c2ccccc2)cc1 (centres undefined),0.6,-1.2%,-10.0%,-3.2,-0.4%,i,2.5,18.7%
COc1ccc(C(=O)N/C(=C/c2cccnc2)C(=O)N2CCN(C)CC2)cc1OC,-2.3,i,3.2%,1.8,0.6%,i,-5.9,3.6%
Cc1ccc([C@H]2N[C@]3(CCCN(Cc4ccccc4)C3=O)[C@H]3C(=O)N(Cc4ccccc4)C(=O)[C@@H]23)cc1,4.2,-51.7%[inhibitor],-15.2%,1.1,/,i,-1.3,3.4%
C#CCOC(=O)CN1C(=O)c2cccc3cccc(c23)C1=O,3.9,i,-3.0%,-1.5,0.1%,i,12.2,5.5%
OCCn1nc(-c2ccccc2)cc1-c1ccccc1,-1.0,i,4.0%,1.0,-0.1%,i,-13.4,6.0%
O=C(COC(=O)Cc1cccs1)NCc1ccc(F)cc1,1.0,-0.8%,-6.1%,-1.0,1.3%,i,13.1,-4.2%
C=CCn1c(COc2cccc(C)c2)nnc1SCn1nnc2ccccc2c1=O,-6.4,-32.5%[inhibitor],1.4%,-4.2,0.8%,i,29.5,1.9%
O=C(COC(=O)C(Cc1ccccc1)NC(=O)c1ccco1)NC1CC1 (centres undefined),1.8,i,6.6%,-2.0,1.7%,i,-26.7,3.1%
COc1ccc(S(=O)(=O)N(CC(=O)NC2CC2)c2ccc(C)cc2)cc1OC,-0.8,-18.1%[57.5 µM],1.6%,0.5,-0.8%,i,14.9,-2.4%
CC(=O)N(Cc1ccc(F)cc1)c1cccc(C)c1C,1.4,i,-12.7%,1.5,2.7%,i,24.1,-1.5%
CCN(CC)c1ccc(NC(=O)/C=C/c2cc(Br)ccc2OC)cc1,-7.4,i,-4.8%,-1.7,-0.8%,i,?,17.2%
Cn1c(=O)c(C(=O)CN2CCCCC2)c(N)n(Cc2ccccc2)c1=O,-0.8,?,-8.3%,0.3,-0.2%,i,-3.9,-8.8%
Cc1cccc2c1CC(C)(C)N=C2C1=C(O)CCCC1=O,-12.1,8.1%[57.5 µM],-3.1%,-6.4,1.4%,i,17.1,5.8%
N#Cc1ccccc1Sc1ccccc1C(=O)Nc1ccccc1,-18.4,i,-2.4%,-0.3,0.6%,i,-15.7,18.9%
Cc1nc(Nc2cccc(O)c2)c2oc3ccccc3c2n1,3.0,-39.9%[inhibitor],-6.2%,-1.0,-3.6%,i,7.5,10.1%
COc1ccc(C(=O)/C=C/c2ccc(OC)c(Cn3nnc4ccccc43)c2)cc1,-3.1,-24.3%,-10.2%,-1.1,-2.3%,i,0.0,17.1%
# The list goes on.
SMILES,DRD3 agonist,PTHR1 agonist,EPAC2 antag,CCT modulator,MmCpn inh,pAkt inh,D3 antag,EPAC2 agonist
CCCCCCCCN1C(=O)[C@H](CC(=O)NCCCC)C[C@@]2(C(=O)OCC)CCCC=C12,-7.3,i,-28.9%,-0.3,/,i,14.1,-10.1%
COc1ccc(-c2csc(Nc3ccccn3)n2)cc1OC,7.7,-32.6%[inhibitor],6.4%,1.8,-7.3%,i,5.5,13.9%
CCN1C(=O)C(=O)N(CC(=O)c2cc(C)n(C3CC3)c2C)C1=O,3.9,-16.6%,-4.8%,-0.3,2.3%,i,-4.4,6.1%
Nc1cccc(-n2nnnc2CN2CCOCC2)c1,0.9,-39.8%[inhibitor],9.5%,0.2,0.5%,i,54.5,4.7%
CCOC(=O)N1CCN(c2cc(N)c([N+](=O)[O-])cc2F)CC1,11.4,i,3.1%,0.2,2.2%,i,24.5,-1.4%
CCc1nnc(NC(=O)CN2CCN(C(=O)c3ccccc3)CC2)s1,1.6,i,13.3%,1.5,1.4%,i,1.5,9.9%
CCC(C)[C@H]1CNC(=O)C(=O)N1CCCCC1CCCCC1 (some centres undefined),-6.8,-28.6%,-4.7%,1.2,/,i,-19.9,-3.5%
Fc1ccc(-c2csc3ncnc(N4CCN(c5ccccc5)CC4)c23)cc1,1.5,-10.2%,-4.6%,-16.0,?,i,23.1,7.9%

# The list is partial (hit frequency here may not be typical).
